From PubChem BioAssay
Mcl1-Noxa inh – disrupts binding of human Mcl-1 to Noxa peptide. Q07820. AID 1022. inhibition, % at 21.7 µM. TR-FRET Mcl-1/Noxa peptide binding, 2 h. actives 1.5% (n = 220,000);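 active = compounds that cut the protein-peptide binding signal by more than 50% relative to plate controls in a single-dose test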;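 note: His-tagged Mcl-1 with rhodamine Noxa BH3 peptide and terbium anti-His antibody; 0% = Mcl-1 plus Noxa peptide wells and 100% = peptide-only wells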
ABCB1 block – human ABCB1 inhibition, ABCG2 as counter-screen. inhibition, % at 6.6 µM. CCRF-Adr cells, JC-1 efflux, flow cytometry. actives 0.067% (n = 190,000). P08183; in the data active = inhibition above about 40%;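 note: 0% = vehicle and 100% = reference inhibitor; higher value means more JC-1 retained so stronger ABCB1 efflux block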
HRas wt GTP bind – modulators of GTP binding to human HRas wildtype; actives 0.14% (n = 190,000); GST-Ras wt beads, Bodipy-FL-GTP binding, flow cytometry; actives lie on both sides; GTP binding activity, % at 10 µM; P01112;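 active = GTP binding activity at least 20% away from the 100% baseline, either lowered as inhibitor or raised as activator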;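 note: 0% = unlabeled GTP competition control and 100% = no-compound control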
Target sequence (P01112 whole entry, looked up): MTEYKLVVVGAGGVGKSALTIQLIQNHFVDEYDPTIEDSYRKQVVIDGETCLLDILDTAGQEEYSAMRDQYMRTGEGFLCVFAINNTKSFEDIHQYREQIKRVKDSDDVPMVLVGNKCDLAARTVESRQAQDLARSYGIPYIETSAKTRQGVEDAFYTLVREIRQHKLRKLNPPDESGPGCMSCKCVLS
Rac1 wt modul – alters GTP binding to wildtype human Rac1. AID 757. GTP binding activity (% of control), % at 10 µM. GST-Rac1 beads, fluorescent GTP binding, flow cytometry; actives lie on both sides; 0 = cold GTP competed, 100 = untreated. actives 0.27% (n = 190,000). P63000;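 active = GTP binding activity at least 20 points away from the 100% control level, either lower or higher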
Rac1 mut GTP – human Rac1 activated mutant GTP binding change; P63000; GST-Rac1 activated beads, fluorescent GTP binding, flow cytometry; actives lie on both sides; 100% means binding = to untreated wells; percent activity (GTP binding), % at 10 µM; actives 0.11% (n = 190,000); AID 764;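 active = GTP binding at least 20 percentage points away from the 100% baseline, in either direction, so actives lie on both sides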
ABCG2 block – human ABCG2 inhibition, ABCB1 as counter-screen; actives 0.1% (n = 190,000); inhibition, % at 6.6 µM; IgMXP3 cells, JC-1 efflux, flow cytometry; AID 1325; Q9UNQ0;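 active = inhibition above 80%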;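 note: 0% = DMSO and 100% = nicardipine control wells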
Target sequence (Q9UNQ0 whole entry, looked up): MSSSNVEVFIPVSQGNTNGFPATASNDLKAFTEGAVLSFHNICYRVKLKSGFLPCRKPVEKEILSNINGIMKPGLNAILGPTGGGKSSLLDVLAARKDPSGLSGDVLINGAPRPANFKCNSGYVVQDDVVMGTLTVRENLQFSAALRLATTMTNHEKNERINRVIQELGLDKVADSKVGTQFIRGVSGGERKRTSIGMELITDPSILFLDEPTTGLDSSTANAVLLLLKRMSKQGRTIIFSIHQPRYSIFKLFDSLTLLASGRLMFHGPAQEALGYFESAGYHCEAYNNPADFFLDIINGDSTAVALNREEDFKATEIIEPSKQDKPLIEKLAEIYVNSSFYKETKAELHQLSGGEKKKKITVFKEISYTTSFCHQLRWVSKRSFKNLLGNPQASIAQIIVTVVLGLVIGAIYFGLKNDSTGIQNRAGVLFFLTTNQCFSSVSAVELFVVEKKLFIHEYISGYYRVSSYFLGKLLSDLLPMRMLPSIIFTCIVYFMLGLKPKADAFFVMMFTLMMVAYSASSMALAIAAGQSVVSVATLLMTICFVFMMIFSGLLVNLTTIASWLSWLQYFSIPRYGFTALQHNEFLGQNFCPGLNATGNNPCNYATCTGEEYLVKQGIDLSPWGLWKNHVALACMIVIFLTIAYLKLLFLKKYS
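test system = two drug-resistant human cell lines, ABCG2 and ABCB1 | amount = 3 million cells/mL final, two lines in 1:1 ratio | reagent = JC-1 transporter substrate | doses = one concentration, 6.6 µM final | incubation = 10 min at 25 °C | signal = flow cytometric JC-1 green MFI at 530 nm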
Rab2A wt mod – changes GTP binding to wildtype dog Rab2A, up or down; GST-Rab2 wt beads, Bodipy-GTP binding, flow cytometry; AID 760; actives 0.19% (n = 190,000); GTP binding activity, % at 10 µM;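 active = GTP binding activity at least 20 points away from 100%, either lowered or raised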;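 note: 0% = beads with excess unlabeled GTP and 100% = no-compound control corrected for plate trend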
Pf gamet viab – P. falciparum stage V gametocyte viability inhibition; P. falciparum stage V gametocytes, ATP luminescence, 24 h; AID 743093; actives 0.065% (n = 150,000); inhibition, % at 10.9 µM;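 active = inhibition above the mean plus 3 SD of compounds within the control limits, set per campaign, cut at about 38% in these data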;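 note: 0% = DMSO wells and 100% = medium only without gametocytes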
Rab7 wt modul – modulators of GTP binding to dog Rab7 wildtype GTPase; GST-Rab7 beads, fluorescent GTP binding, flow cytometry; actives lie on both sides; untreated = 100%, excess cold GTP = 0%; GTP binding activity (percent of control), % at 10 µM; actives 0.055% (n = 190,000); AID 758;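 active = fluorescent GTP binding to Rab7 beads changed by at least 20 points from the 100% baseline, either direction, mostly lower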;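 note: median green fluorescence of bound Bodipy-FL-GTP per Rab7 bead population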
Avidin bead fluor – compound fluoresces at 488/530 nm on avidin beads; compound fluorescence 488/530 nm, flow cytometry; stronger effect = higher value; fluorescence (KMESF) at 10 µM; actives 0.38% (n = 220,000); in the data active = fluorescence above about 47; note: inactives centre near 10
Cdc42 wt GTP – human Cdc42 wildtype GTP binding change, either direction | P60953 | GST-Cdc42 beads, Bodipy-GTP binding, flow cytometry; actives lie on both sides | percent activity (GTP binding), % at 10 µM | actives 0.2% (n = 190,000);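 active = percent activity GTP binding at least 20 points away from the 100% baseline, either down as inhibitor or up as activator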;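 note: median bead fluorescence of bound Bodipy-FL-GTP at 100 nM; 0% = excess unlabeled GTP control and 100% = no compound control; below 100% means less GTP binding so inhibitor and above means activator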
Target sequence (P60953 whole entry, looked up): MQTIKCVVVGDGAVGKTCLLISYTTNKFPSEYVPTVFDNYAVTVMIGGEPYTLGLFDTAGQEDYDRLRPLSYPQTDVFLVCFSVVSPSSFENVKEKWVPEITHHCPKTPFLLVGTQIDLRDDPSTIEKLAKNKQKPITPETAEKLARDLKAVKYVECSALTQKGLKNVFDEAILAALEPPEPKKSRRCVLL
Active calls of the source: *; nt = not tested or not shown. Compounds as they come (roughly 2.3% active in at least one column).

SMILES	Mcl1-Noxa inh	ABCB1 block	HRas wt GTP bind	Rac1 wt modul	Rac1 mut GTP	ABCG2 block	Rab2A wt mod	Pf gamet viab	Rab7 wt modul	Avidin bead fluor	Cdc42 wt GTP
COc1ccc(C(=O)N2CCN(S(=O)(=O)c3ccc(C)cc3C)CC2)cc1OC	-2	0.2	98	98	97	0	98	nt	95	7	99
COc1ccc(-n2ccnc2SCC(=O)NCc2ccccc2)c(OC)c1	-4	0.9	95	99	93	3	92	2	95	14	95
COc1ccc(/C=N/NC(=S)NCc2ccccc2)cc1OC	6	0.1	97	96	95	4	94	-3	100	15	98
O=C(O)CCc1nn2c3ccccc3nc2n(Cc2ccccc2)c1=O	8	-0.2	97	97	93	6	97	-13	101	16	95
COCCCNc1c2c3c(cccc3[nH]c1=O)C(=O)c1ccccc1-2	-190	16	84	84	90	12	82	nt	87	7	86
CS(=O)(=O)N(CC(=O)Nc1ccc2c(c1)OCO2)c1ccc2c(c1)OCO2	17	0.9	104	105	99	4	98	nt	101	22	105
Fc1ccc(NC(=S)Nc2cccnc2)c(F)c1F	9	0.1	96	101	97	1	97	20	97	7	98
Cn1c(C(=O)N2CCOCC2)cnc1Sc1ncc(C(F)(F)F)cc1Cl	-1	1.2	107	105	102	4	107	nt	102	12	109
Cc1noc(NS(=O)(=O)c2ccc(N/C=C\C(=O)c3ccncc3)cc2)c1C	-2	-0.6	102	102	99	1	100	16	101	9	102
Cc1ccc(-n2ncc3c(=O)n(CC(=O)N4CCN(c5ccccc5F)CC4)cnc32)cc1C	-3	0.3	102	105	99	0	101	nt	100	8	100
CC1(C)CC(CC(=O)O)(c2ccc(Cl)cc2)CCO1 (stereo unspecified)	12	0.2	96	96	97	0	96	nt	94	2	98
COc1cccc(CN2CCCC(CNC(=O)c3ccc(F)cc3)C2)c1OC (stereo unspecified)	4	0.3	97	102	98	0	98	11	98	10	98
O=C(C1CC1)N(CCN(Cc1ccccc1)C(=O)C1CC1)Cc1ccccc1	-16	1.5	104	103	98	4	99	4	101	11	106
Fc1ccc(F)c(CN2CCN(c3ncccn3)CC2)c1	34	0.5	96	90	94	1	94	nt	93	15	94
COCCNS(=O)(=O)c1ccc2c(c1)oc(=O)c1cc(S(=O)(=O)NCCOC)ccc12	28	-8.2	97	100	98	-8	98	nt	99	9	97
Cc1ccccc1Nc1nc(CSc2nnnn2-c2ccccc2)cs1	12	0.8	101	112	99	5	100	nt	100	10	98
CC(=O)c1ccc(Oc2ncnc3sccc23)c(CN2CCOCC2)c1	5	0.0	103	109	100	0	101	nt	103	22	106
CCn1c(C)c(C2=CCN(S(=O)(=O)c3ccc(C)cc3)CC2)c2ccccc21	-7	0.4	102	105	100	0	99	2	96	3	101
CCO[C@@H]1OC(C(=O)N2CCOCC2)=C[C@H](C2CCCCC2)[C@H]1CCCO	-2	0.9	96	99	98	5	98	nt	96	6	97
CCC1CCCCN1C(=O)CSc1nnc(-c2ccc(OC)cc2)o1 (stereo unspecified)	14	-1.9	99	99	96	0	98	nt	97	9	100
CCOC(=O)C1=C(CSc2nc3ccccc3s2)NC(=O)NC1c1ccc(OC)cc1 (stereo unspecified)	16	8.5	102	105	100	28	103	nt	102	14	103
Fc1ccccc1NC(=S)N1CCN(c2ccccn2)CC1	-2	-0.7	104	106	101	0	102	-22	102	8	105
Cc1ccc(C)c(S(=O)(=O)N2CCN(CC(=O)Nc3ccc4c(c3)CCC4)CC2)c1	9	6.0	95	100	96	28	98	-5	99	2	97
O=C(OC1CCN(c2ncc(C(F)(F)F)cc2Cl)CC1)c1cccc(C(F)(F)F)c1	-8	-0.1	98	96	96	-1	100	-43	98	10	97
COc1cccc(CNc2cc(CSc3ccc(Cl)cc3)nc(C)n2)c1	21	0.6	100	102	100	3	100	nt	100	14	101

The listing continues.
SMILES	Mcl1-Noxa inh	ABCB1 block	HRas wt GTP bind	Rac1 wt modul	Rac1 mut GTP	ABCG2 block	Rab2A wt mod	Pf gamet viab	Rab7 wt modul	Avidin bead fluor	Cdc42 wt GTP
CCC(=O)Nc1ccc(C(=O)CSc2nnc(-c3ccc(NS(C)(=O)=O)cc3)n2C)cc1OC	-2	-0.3	101	107	101	-3	98	21	99	12	103
O=C(CCl)N=c1sccn1Cc1ccc(Cl)cc1Cl	-13	1.8	90	94	89	4	90	-12	99	9	90
COc1ccc2[nH]cc(S(=O)(=O)c3ccc(C(C)C)cc3)c(=O)c2c1	-19	0.7	98	98	98	1	98	-3	99	24	96
CS(=O)(=O)Nc1ccc(C(=O)NCCSCc2c(F)cccc2Cl)cc1	6	1.1	96	97	96	9	94	-12	96	3	98
COCCNC(=O)CSCc1c(F)cccc1Cl	-3	-1.3	98	96	99	-7	97	-3	95	10	98
FC(F)(F)C12CC(c3ccccc3)=NCCN1CCN2 (stereo unspecified)	20	0.0	102	105	100	1	101	9	102	5	103
Cc1ccc(Cc2cnc(NC(=O)c3ccco3)s2)cc1	2	0.2	101	104	102	2	98	nt	99	7	103
Cc1cnc(C)c(N2CCC(C(=O)NC(C)c3cccs3)CC2)n1 (stereo unspecified)	nt	1.5	101	104	100	10	101	nt	101	10	101
COc1ccc(/C=C2\C(=O)NC(=S)N2C(=O)c2ccc(C)cc2)cc1	77*	-1.6	98	100	95	-4	93	-27	98	4	98
N=C(c1cccc([N+](=O)[O-])c1)N1CCCCC1	-13	-2.9	97	98	95	-3	97	nt	98	11	100
Cc1nn(-c2ccccc2)c(=S)n1-c1ccccc1	3	1.8	103	106	99	10	101	-18	104	10	105
Cc1nn(Cc2ccccc2)c(C)c1NC(=O)c1cccs1	-6	-0.1	99	101	98	8	101	-2	97	8	101
Cc1cc(NCc2ccccc2)nc(N2CCOCC2)n1	1	0.1	96	92	91	0	92	12	95	36	95
CC(C)NC(=O)c1ccc(OC2CSC2)cc1	7	0.6	102	107	103	25	99	nt	100	14	102
O=C(Nc1nnc(-c2ccccc2)o1)C1CCCCC1	3	0.5	101	108	101	4	101	nt	102	6	102
Cc1nc2ccc(C(=O)O)cc2[nH]1	9	0.0	102	102	99	-1	98	nt	97	11	101
COc1ccc(CN(C)CCc2ccccn2)c(OC)c1OC	18	0.1	103	101	99	0	105	1	104	13	103
CCN1C(=O)CC(N2CCN(c3ccc(C(=O)c4ccncc4)cc3)CC2)C1=O (stereo unspecified)	6	-0.1	102	111	99	4	101	nt	102	8	108
NNC(=O)CCc1c[nH]c2ccccc12	5	0.4	101	108	100	1	100	4	101	7	102
O=C(c1ccc(C(=O)N2CCCCCC2)cc1)N1CCCCCC1	4	0.3	104	101	101	1	100	nt	96	9	103
C=CCN1C(=O)/C(=C/c2ccccc2)S/C1=N/c1nccs1	13	0.5	102	104	102	8	99	-22	101	17	103
O=C(O)C1C2C=CC3(CN(c4cccc(C(F)(F)F)c4)C(=O)C13)O2 (stereo unspecified)	13	0.1	98	99	97	1	100	nt	97	14	98
O=c1oc2ccc(Cl)cc2cc1-c1ccccc1	14	-7.9	98	102	97	-1	99	30	102	13	99
N#Cc1nc(N2CCOCC2)nc(N2CCOCC2)n1	35	0.4	103	105	99	1	104	18	102	7	105
CCC1Oc2ccc(C)cc2N(CC(=O)NCC2COc3ccccc3O2)C1=O (stereo unspecified)	-11	0.0	100	104	98	0	98	nt	98	8	100

Shown as labelled records: entries from further up
COc1ccc(CN(C)CCc2ccccn2)c(OC)c1OC
- Mcl1-Noxa inh = 18
- ABCB1 block = 0.1
- HRas wt GTP bind = 103
- Rac1 wt modul = 101
- Rac1 mut GTP = 99
- ABCG2 block = 0
- Rab2A wt mod = 105
- Pf gamet viab = 1
- Rab7 wt modul = 104
- Avidin bead fluor = 13
- Cdc42 wt GTP = 103

N=C(c1cccc([N+](=O)[O-])c1)N1CCCCC1
- Mcl1-Noxa inh = -13
- ABCB1 block = -2.9
- HRas wt GTP bind = 97
- Rac1 wt modul = 98
- Rac1 mut GTP = 95
- ABCG2 block = -3
- Rab2A wt mod = 97
- Pf gamet viab = nt
- Rab7 wt modul = 98
- Avidin bead fluor = 11
- Cdc42 wt GTP = 100

(further entries)
SMILES	Mcl1-Noxa inh	ABCB1 block	HRas wt GTP bind	Rac1 wt modul	Rac1 mut GTP	ABCG2 block	Rab2A wt mod	Pf gamet viab	Rab7 wt modul	Avidin bead fluor	Cdc42 wt GTP
COc1ccc2oc(=O)cc(C)c2c1	6	0.1	97	93	95	1	95	12	95	38	98
COc1cccc(/C=C(/C(=O)OCC(=O)NC2CCCCCCC2)c2ccccc2)c1	0	0.4	98	100	100	11	95	nt	96	6	101
CC(Oc1ccc(Cl)cc1Cl)C(=O)NN=C1CCN(C)CC1 (stereo unspecified)	-1	0.1	99	106	99	2	99	-6	101	0	101
CCCCCCC(=O)Nc1ccc(C(=O)N2CCCC2)cc1	10	0.3	102	103	100	12	101	22	100	19	102
Cc1ccccc1NC(=O)CCC(=O)N/N=C/c1c[nH]c2ccccc12	12	0.1	97	100	95	11	97	nt	93	9	100
Cc1ccc(C(=O)N/C(=C/c2ccco2)C(=O)NC2CCS(=O)(=O)C2)cc1 (stereo unspecified)	1	0.5	102	102	96	6	103	29	105	8	99
C=CCOc1ccc(-c2nc3c(c(=O)[nH]c(=O)n3CCCC)n2C)cc1OC	0	0.3	95	95	94	5	96	nt	103	8	96
Cc1cc(Br)cc(C)c1NC(=S)NC(=O)CC(C)C	6	0.6	98	99	96	2	96	nt	94	5	94
Cc1ccc(S(=O)(=O)N(C)CC(=O)N2CCN(c3ccccn3)CC2)cc1	-8	0.9	96	93	96	3	95	nt	98	16	96
COc1cccc(NC(=O)C(C)SCc2ccccc2)c1 (stereo unspecified)	25	0.7	94	102	96	5	95	-16	95	15	97
COc1ccc(OC)c(/C=N/NC(=O)C(=O)N2CCCC2)c1	2	-0.1	100	100	95	2	101	11	104	14	98
Cc1ccc(Cl)cc1NC(=O)CCN1C(=O)C2C3CCC(C3)C2C1=O (stereo unspecified)	-8	1.0	99	99	94	8	99	4	103	12	99
CC(=O)Nc1ccccc1N(C)S(=O)(=O)c1ccc(C)cc1	15	0.2	104	110	99	1	105	-10	103	9	105
O=C(COC(=O)/C=C/c1ccccc1[N+](=O)[O-])NC1CCS(=O)(=O)C1 (stereo unspecified)	5	-2.1	101	97	97	-5	104	-11	109	11	102
CCN(CC)c1nc(-c2nn[nH]n2)nc(N(CC)CC)n1	-1	0.5	94	96	94	2	96	7	92	2	100
CCOC(=O)Nc1ccc2c(c1)nc(CN1CCN(C(C)=O)CC1)n2C	0	0.5	100	103	97	10	98	nt	102	28	102
CCOc1ccccc1-n1c(SCC(=O)N2CCCc3ccccc32)nnc1-c1cccnc1	10	2.2	93	94	96	8	98	-7	97	9	93
O=C(c1nc2ccccn2c1CNCCOc1cccnc1)N1CCOCC1	6	0.1	98	104	97	0	95	nt	96	8	99
